Compound activity as filed in PubChem BioAssay.
PAD4 inh: blocks human protein arginine deiminase 4; recombinant PAD4, RCA probe fluorescence polarization; inhibition, % at 6.36 µM; 330,000 tested, 0.41% active; Q9UM07; AID 485272;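 active = percent inhibition above a cutoff equal to the mean of all tested compounds plus 3 SD, cut at about 15% in these data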;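 also: 0% = PAD4 with RCA probe and DMSO and 100% = probe without PAD4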
LYPLA1 inh: LYPLA1 (human) inhibition in PME1 counter-screen | 320,000 tested, 0.16% active | recombinant LYPLA1, FP-Rh probe fluorescence polarization | inhibition, % at 5.9 µM | AID 2174;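 active = inhibition above the mean of all tested compounds plus 3 SD, set per campaign, cut at about 14% in these data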;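 also: inhibitors block serine hydrolase probe labeling of LYPLA1 so polarization falls; 0% = enzyme with DMSO and 100% = wells lacking LYPLA1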
Target sequence (O75608 whole entry, looked up): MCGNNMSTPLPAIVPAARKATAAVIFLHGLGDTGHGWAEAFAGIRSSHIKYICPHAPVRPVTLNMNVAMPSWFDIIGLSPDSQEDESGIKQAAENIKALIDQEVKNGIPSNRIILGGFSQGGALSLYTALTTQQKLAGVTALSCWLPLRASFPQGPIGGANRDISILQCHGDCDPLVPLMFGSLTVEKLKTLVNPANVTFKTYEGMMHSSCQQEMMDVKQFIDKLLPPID
ZTA counter: counter-screen for EBNA-1 inhibitors: inhibitors of Epstein-Barr virus ZTA; inhibition, % at 11 µM; ZTA-DNA binding, fluorescence polarization; 320,000 tested, 0.15% active; AID 2234; in the data active = inhibition above about 33%
Target sequence (P03206 whole entry, looked up): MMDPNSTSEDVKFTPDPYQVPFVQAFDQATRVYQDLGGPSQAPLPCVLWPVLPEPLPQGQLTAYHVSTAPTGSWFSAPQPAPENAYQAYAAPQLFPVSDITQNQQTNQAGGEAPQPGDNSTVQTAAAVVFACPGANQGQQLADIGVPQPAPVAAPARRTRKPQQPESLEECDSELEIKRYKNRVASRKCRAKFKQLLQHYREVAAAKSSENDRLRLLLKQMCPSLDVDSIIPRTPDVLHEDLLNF
GSTO1 inh: GSTO1 inhibition, counter-screen for RBBP9 inhibitors. 300,000 tested, 1.1% active. inhibition, % at 5.96 µM. P78417. recombinant GSTO1, activity-based probe fluorescence polarization;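 active = inhibition above the campaign mean inhibition plus 3 SD, cut at about 35% in these data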;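 also: 0% = GSTO1-1 with DMSO and 100% = wells lacking GSTO1-1 enzyme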
Target sequence (P78417 whole entry, looked up): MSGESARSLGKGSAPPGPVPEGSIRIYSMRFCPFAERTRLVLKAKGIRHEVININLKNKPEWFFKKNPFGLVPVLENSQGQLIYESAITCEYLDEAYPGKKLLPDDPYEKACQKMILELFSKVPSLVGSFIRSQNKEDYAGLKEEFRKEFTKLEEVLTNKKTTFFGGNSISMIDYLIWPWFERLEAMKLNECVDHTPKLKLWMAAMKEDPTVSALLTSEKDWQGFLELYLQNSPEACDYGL
EBNA-1 inh: blocks EBNA-1 binding to DNA; EBNA-1 DNA binding, fluorescence polarization; inhibition, % at 14.8 µM; 300,000 tested, 0.34% active; AID 1950; in the data active = inhibition above about 28%
PAFAH2 FP inh: PAFAH2 (human) inhibition; recombinant PAFAH2, FP-rhodamine activity probe, fluorescence polarization; inhibition, % at 3.39 µM; 340,000 tested, 0.99% active;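 active = inhibition above the mean over all tested compounds plus 3 SD, cut at about 30% in these data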;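 also: inhibitors block probe labeling of enzyme so polarization drops; 0% = enzyme with DMSO and 100% = wells lacking PAFAH2 protein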
PREPL inhibitor: inhibitors of human prolyl oligopeptidase-like enzyme PREPL; Q4J6C6; recombinant PREPL, fluorescence polarization activity-based probe; inhibition, % at 5.96 µM; 320,000 tested, 0.68% active; in the data active = inhibition above about 43%;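 also: 0% = enzyme with DMSO and 100% = wells lacking enzyme; many of its hits are not listed in these tables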
LYPLA2 inh: LYPLA2 (human) inhibition in PME1 counter-screen; recombinant LYPLA2, FP-Rh probe fluorescence polarization; inhibition, % at 5.9 µM; 320,000 tested, 0.38% active;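 active = inhibition above the screen-wide mean plus 3 SD, limit set per campaign, cut at about 26% in these data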;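 also: 0% = LYPLA2 with DMSO and 100% = wells lacking LYPLA2 enzyme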
PAFAH1B3 FP inh: blocks human PAF acetylhydrolase 1B catalytic subunit 3. 340,000 tested, 0.28% active. recombinant PAFAH1B3, FP-rhodamine probe, fluorescence polarization. AID 492972. inhibition, % at 3.39 µM. Q15102;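 active = inhibition above the screen-wide average of all tested compounds plus 3 SD, cut at about 25% in these data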;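 also: 0% = enzyme with DMSO only and 100% = wells lacking PAFAH1B3 protein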
Starred values were filed as active, the others as inactive; / = no result given.

Values run as follows: PAFAH1B3 FP inh, GSTO1 inh, PAD4 inh, EBNA-1 inh, LYPLA2 inh, PREPL inhibitor, LYPLA1 inh, PAFAH2 FP inh, ZTA counter
- Cc1ccccc1C(=O)NC1CC2CCCC(C1)N2Cc1ccc(Cl)cc1 (stereo unspecified)
 : 13, 3, -4, -9, 6, -13, 3, 4, -3
- CCc1nn(C(C)C(=O)N2CCN(Cc3ccccc3)CC2)c(=O)c2cc3occc3n12 (stereo unspecified)
 : 1, 4, -1, 0, 8, 26, 1, -9, -1
- COc1cccc(C(=O)C2CCCN(Cc3cccn3-c3ccccn3)C2)c1 (stereo unspecified)
 : 7, -3, 0, -23, 0, 8, -4, -9, -18
- CCn1cc(/C=C(\NC(=O)c2cc(OC)c(OC)c(OC)c2)C(=O)N2CCN(C)CC2)c2ccccc21
 : 6, 1, -3, 5, 8, 14, 5, 1, -8
- O=C(NN=Cc1ccc(N2CCOCC2)cc1)c1cc2ccccc2cc1O
 : 22, /, -2, /, /, 20, /, 3, /
- CC1Sc2ccc(S(=O)(=O)CCC(=O)NC3CCCCC3C)cc2NC1=O (stereo unspecified)
 : 7, 5, -7, -13, 1, 6, 4, 5, -10
- Fc1ccc(OCCOCCOc2cccc3[nH]ccc23)cc1
 : 1, 7, 0, -6, 2, 9, -5, 4, 2
- O=C(CSc1nc2ccc([N+](=O)[O-])cc2[nH]1)NC1CCCCC1
 : -1, 2, -6, 15, -4, 7, 2, 3, 0
- CN(C)c1ccc(NC(N)=S)cc1
 : 6, 1, -2, 5, 2, 5, 3, -6, 4
- COC(=O)[C@@H]1C[C@@H]2CC[C@@H](O)C[C@@H]2N1Cc1ccc(Cl)cc1
 : -8, 2, -6, 7, 1, 11, 2, 0, -1
- Cc1ccc(NC(=O)c2c(C)nn(-c3ccccc3)c2Cl)c(C)c1
 : 2, -3, -6, -6, 3, -1, 5, -2, -7
- Cc1ccc2oc(=O)c3cnn(CC(=O)NC4CCCCC4C)c3c2c1 (stereo unspecified)
 : -5, 7, 5, -7, 2, 16, 1, -4, -21
- CCC(=O)N1CCN(C(C)=O)C1c1ccccc1 (stereo unspecified)
 : 10, 6, -2, -4, -9, -6, -4, -2, 14
- CSCCC(NC(=O)c1ccccc1Cl)C(=O)OCC(=O)N1CCCC1=O (stereo unspecified)
 : -7, 3, -1, -1, 3, 17, 0, -4, -18
- COc1cc(-c2nnc(COc3ccc4cc(Br)ccc4c3)o2)cc(OC)c1OC
 : -1, 4, -2, 1, -1, 22, -2, -6, 1
- CNC(=O)/C(C#N)=C/c1c(N2CC(C)OC(C)C2)nc2ccccn2c1=O (stereo unspecified)
 : -4, 2, -2, -6, 1, -4, -1, -2, -6
- CCC(=NCc1ccccc1)C1=C(O)C(C(=O)OC)C(C)(C)CC1=O (stereo unspecified)
 : 16, -3, -7, 4, 0, 10, -1, -7, 8
- CC(Oc1cccc(Cl)c1)C(=O)Nc1ccc(S(=O)(=O)Nc2ncccn2)cc1 (stereo unspecified)
 : 3, -7, 1, 6, -4, -6, -3, 4, -1
- Cc1nc(NCc2ccc3c(c2)OCO3)c2oc3ccccc3c2n1
 : 4, -2, -4, 6, -2, -2, -4, 2, 11
- O=C(N/N=C/c1ccccc1)c1ccc(CN2C(=O)c3cccc4cccc2c34)cc1
 : 1, -20, 1, 10, -10, -6, -8, -11, -11
- COc1ccc(NC(=O)Nc2ncn(Cc3cccc(C(F)(F)F)c3)n2)cc1OC
 : 12, 3, -6, -3, -3, 9, 0, 8, -6
- COc1ccc(C2(CNC(=O)c3cccc([N+](=O)[O-])c3)CCCCC2)cc1OC
 : 3, 6, -2, -1, 3, -2, 5, -2, -21
- Cc1ccc(OCC(=O)N/N=C\c2ccc(C)o2)c(C)c1
 : 2, -2, -2, -5, -3, 14, 1, -3, 17
- Cc1cccc(/C(N)=N/OC(=O)c2ccc(Br)o2)c1
 : 6, 6, 0, 0, 6, 3, -3, 0, 6
- COc1ccc(C2SCC(=O)N2c2ccc(F)cc2)cc1 (stereo unspecified)
 : 1, 4, 1, 1, -5, -4, 0, -5, -2
- O=C(Nc1ccc(N2CCOCC2)c(F)c1)c1ccncc1
 : 6, 3, 0, 13, 7, 1, 4, 0, 6
- O=C1CCCC2=C1C(c1ccc(Cl)cc1)N1C(=O)CCSC1=N2 (stereo unspecified)
 : -1, 6, -1, -1, 3, 14, 0, -3, -20
- CCC1(CC)C(=O)N(C)C(=O)NC1=Nc1ccc(OC)cc1
 : 1, 6, -6, -9, -2, -6, 1, 10, 8
- CN(Cc1ccc(C(C)(C)C)cc1)C(=O)C1CSC2(C)CCC(=O)N12 (stereo unspecified)
 : 0, /, 4, /, 1, 19, -3, 1, -5
- C=CCc1cccc2cc(C(=O)NC)c(=O)oc12
 : 0, 5, -2, 6, 8, -10, 5, 6, -20

Shown bar-delimited: entries from further up.
SMILES | PAFAH1B3 FP inh | GSTO1 inh | PAD4 inh | EBNA-1 inh | LYPLA2 inh | PREPL inhibitor | LYPLA1 inh | PAFAH2 FP inh | ZTA counter
CN(Cc1ccc(C(C)(C)C)cc1)C(=O)C1CSC2(C)CCC(=O)N12 (stereo unspecified) | 0 | / | 4 | / | 1 | 19 | -3 | 1 | -5
Cc1nc(NCc2ccc3c(c2)OCO3)c2oc3ccccc3c2n1 | 4 | -2 | -4 | 6 | -2 | -2 | -4 | 2 | 11
CSCCC(NC(=O)c1ccccc1Cl)C(=O)OCC(=O)N1CCCC1=O (stereo unspecified) | -7 | 3 | -1 | -1 | 3 | 17 | 0 | -4 | -18
COC(=O)[C@@H]1C[C@@H]2CC[C@@H](O)C[C@@H]2N1Cc1ccc(Cl)cc1 | -8 | 2 | -6 | 7 | 1 | 11 | 2 | 0 | -1

Some of the entries above in another layout.
> CCc1nn(C(C)C(=O)N2CCN(Cc3ccccc3)CC2)c(=O)c2cc3occc3n12 (stereo unspecified)
  PAFAH1B3 FP inh = 1
  GSTO1 inh = 4
  PAD4 inh = -1
  EBNA-1 inh = 0
  LYPLA2 inh = 8
  PREPL inhibitor = 26
  LYPLA1 inh = 1
  PAFAH2 FP inh = -9
  ZTA counter = -1

> COc1cccc(C(=O)C2CCCN(Cc3cccn3-c3ccccn3)C2)c1 (stereo unspecified)
  PAFAH1B3 FP inh = 7
  GSTO1 inh = -3
  PAD4 inh = 0
  EBNA-1 inh = -23
  LYPLA2 inh = 0
  PREPL inhibitor = 8
  LYPLA1 inh = -4
  PAFAH2 FP inh = -9
  ZTA counter = -18

> CCn1cc(/C=C(\NC(=O)c2cc(OC)c(OC)c(OC)c2)C(=O)N2CCN(C)CC2)c2ccccc21
  PAFAH1B3 FP inh = 6
  GSTO1 inh = 1
  PAD4 inh = -3
  EBNA-1 inh = 5
  LYPLA2 inh = 8
  PREPL inhibitor = 14
  LYPLA1 inh = 5
  PAFAH2 FP inh = 1
  ZTA counter = -8

> O=C(NN=Cc1ccc(N2CCOCC2)cc1)c1cc2ccccc2cc1O
  PAFAH1B3 FP inh = 22
  GSTO1 inh = /
  PAD4 inh = -2
  EBNA-1 inh = /
  LYPLA2 inh = /
  PREPL inhibitor = 20
  LYPLA1 inh = /
  PAFAH2 FP inh = 3
  ZTA counter = /

Next section:
Values run as follows: PAFAH1B3 FP inh, GSTO1 inh, PAD4 inh, EBNA-1 inh, LYPLA2 inh, PREPL inhibitor, LYPLA1 inh, PAFAH2 FP inh, ZTA counter
- COc1ccc(OC)c(C(=O)Cn2nnc(-c3ccc(N4CCOCC4)cc3)n2)c1
 : 2, -4, -6, 4, -2, 9, -1, 8, -5
- C=CCn1c(SCC(=O)N2N=C(c3ccco3)CC2c2ccco2)nnc1-c1ccncc1 (stereo unspecified)
 : -2, -2, -3, -3, 0, -1, 3, 4, 5
- O=C(NC(=O)c1ccc(Cl)cc1)Nc1ccc(-c2cnco2)cc1
 : /, 0, 1, 0, 1, 17, 2, /, 5
- CCOC(=O)CNC(=O)CCCCCC(=O)NCC(=O)OCC
 : 5, 4, -4, 7, -1, 15, -1, -3, 10
- CSc1ccc(-c2cccc([N+](=O)[O-])c2)nn1
 : 3, 1, -1, 3, 2, 6, 3, -8, -7
- CC(C)c1ccc(C(=O)NN2C(=O)C3CCCCC3C2=O)cc1 (stereo unspecified)
 : 7, 3, -2, 13, -2, -6, -6, 5, -2
- COCCNC(=O)c1ccc2c(=O)n(CCOC)c(=O)[nH]c2c1
 : -16, 4, 1, 5, 8, 3, 3, -8, 22
- CCOC(=O)c1sc2nc3n(c(=O)c2c1C)CCC(C)CC3 (stereo unspecified)
 : 4, 5, 1, -8, -1, 2, -5, 1, -4
- COc1ccccc1C(=O)NC(=S)Nc1ccccc1N1CCCCC1
 : 4, -1, 5, 7, 1, 14, 2, -6, -5
- CCOc1ccc(S(=O)(=O)N2CCCCC2)cc1NC(=O)c1c(CC)noc1C
 : 13, 5, -7, -18, -1, -2, 2, 10, -14
- CCCCN(C(=O)NC(=O)Nc1ccccc1OCC)S(C)(=O)=O
 : 5, -6, -2, 1, -2, -1, -3, -5, 8
- Cc1nn(C)c(=S)n1-c1ccc(Cl)cc1
 : 5, 5, -3, -8, 1, -1, 1, 6, -7
- Fc1ccccc1CSc1nncn1NCc1cccs1
 : 5, 9, 0, -3, 4, 4, 1, 2, -7
- N#Cc1cn(Cc2cccc(Cl)c2)c2ccccc12
 : 4, -5, -2, 9, 8, 5, 0, -1, 0
- COc1ccc(N2CCN(CC(=O)c3ccc(O)cc3O)CC2)cc1
 : 3, 10, 0, -8, -2, 17, 7, -2, -8
- Nc1cc(C(F)(F)F)ccc1N1CCOCC1
 : -1, -6, -2, -4, 3, -1, 0, 1, 6
- CCN1CCCC1CNC(=O)Cn1ncc2c(=O)oc3ccc(C)cc3c21 (stereo unspecified)
 : -5, 4, 2, 4, 1, -27, -2, 5, -8
- CCN(C(=O)c1cc2cccc(OC)c2oc1=O)c1ccccc1
 : -5, -9, -3, -11, -2, -12, 1, -5, -1

These rows are one share of the data; rates above refer to the full screens.
